Screening data from PubChem BioAssay.
PTHR1 ag = qHTS for PTHR1 Agonists: Primary Screen; HEK293 GP2 PTHR1 cells, GloSensor cAMP luminescence, 1 h; Potency, µM (top dose mostly 115 µM), for the others: at the highest dose activation, hits mostly activators; 410,000 compounds, 0.075% hits; AID 743266, 2014; note: nearly all actives have a fitted effect of over 55% in size; some results filed as inactive show a strong effect at the top dose; inactives centre near -15; many of its hits are not listed in these tables
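HEK-293-derived GP2 cells expressing PTHR1 and a GloSensor cAMP reporter, 3,000/well, plated overnight, given luciferin plus IBMX (each 0.5 mM as added) for 1 h at 37 °C, then compound for 1 h at 37 °C. Luminescence was read after 15 min at room temperature.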
TDP-43 yeast inh = qHTS of TDP-43 Inhibitors | AID 652104, 2013 | TDP-43 expressing yeast growth rescue, BacTiter-Glo, 24 h | Potency, µM (doses to about 46.1 µM), inactives show top-dose growth rescue (activation), actives largely listed as activators | 410,000 compounds, 1.8% hits; note: % of control where 0% means no effect; nearly all actives have a fitted effect of over 50% in size
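Luminescence from BacTiter-Glo reports growth of TDP-43-expressing yeast after 24 hr at 30 deg C with compound. Cells were raffinose-pregrown to mid-log, then seeded in galactose medium at OD600=0.02.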
EPAC1 agonist = qHTS for Agonist of cAMP-regulated guanine nucleotide exchange factor 3 (EPAC1): primary screen; Rap guanine nucleotide exchange factor 3 (Homo sapiens), O95398; EPAC1 agonist qHTS, biochemical assay; response scale: 100% = response to 6.5 mM cAMP; Potency, µM (doses to about 154 µM), for the others: at the top dose activation, actives largely listed as activators; 360,000 compounds, 0.073% hits; note: nearly all actives have a fitted effect of over 60% in size
Target sequence (O95398 whole entry, looked up): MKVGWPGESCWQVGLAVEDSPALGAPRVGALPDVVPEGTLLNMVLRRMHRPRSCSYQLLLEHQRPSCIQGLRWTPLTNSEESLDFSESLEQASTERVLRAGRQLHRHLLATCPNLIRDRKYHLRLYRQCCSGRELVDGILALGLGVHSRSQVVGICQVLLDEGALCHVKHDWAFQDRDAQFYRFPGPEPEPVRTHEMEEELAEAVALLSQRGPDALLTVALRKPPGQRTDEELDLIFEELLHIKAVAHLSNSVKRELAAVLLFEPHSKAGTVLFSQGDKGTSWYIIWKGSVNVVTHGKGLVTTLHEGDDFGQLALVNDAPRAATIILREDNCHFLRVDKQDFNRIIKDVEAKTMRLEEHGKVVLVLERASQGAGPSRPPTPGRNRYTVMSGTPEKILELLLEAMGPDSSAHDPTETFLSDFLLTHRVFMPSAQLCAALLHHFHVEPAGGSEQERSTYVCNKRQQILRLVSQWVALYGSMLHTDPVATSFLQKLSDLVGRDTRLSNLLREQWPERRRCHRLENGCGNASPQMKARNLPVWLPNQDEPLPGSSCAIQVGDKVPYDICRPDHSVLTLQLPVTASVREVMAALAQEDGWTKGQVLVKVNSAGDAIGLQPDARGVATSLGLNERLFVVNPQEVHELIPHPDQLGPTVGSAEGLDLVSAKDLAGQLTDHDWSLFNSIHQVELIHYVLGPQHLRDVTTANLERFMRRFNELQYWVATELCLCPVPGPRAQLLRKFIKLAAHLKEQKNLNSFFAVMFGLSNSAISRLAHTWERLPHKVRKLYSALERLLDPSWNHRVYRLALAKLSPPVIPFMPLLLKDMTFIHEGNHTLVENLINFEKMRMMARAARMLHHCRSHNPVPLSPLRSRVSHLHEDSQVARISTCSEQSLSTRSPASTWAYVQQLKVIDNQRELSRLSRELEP
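Fluorescent GDP-exchange assay: 100 nM EPAC1 with 250 nM Rap1B preloaded with BODIPY-GDP and 50 uM GDP; compounds tested as concentration series, 5 min at room temperature, then read every 5 min for 30 min (ex 480/em 540 nm); normalized to 6.5 mM cAMP.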
EPAC1 antagonist = qHTS for Antagonist of cAMP-regulated guanine nucleotide exchange factor 3 (EPAC1): primary screen. EPAC1 GEF assay, Rap1b-BODIPY-GDP exchange fluorescence. Potency, µM (doses to about 115 µM), for inactives: at the highest dose activity change, negative = inhibition, most hits filed as inhibitors. 360,000 compounds, 0.14% hits. AID 720709, 2013;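 note: plate controls were vehicle for no effect and positive control for full effect; nearly all actives have a fitted effect of over 50% in size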
EPAC2 agonist = qHTS for Agonist of cAMP-regulated guanine nucleotide exchange factor 4 (EPAC2): primary screen; Rap guanine nucleotide exchange factor 4 (Homo sapiens), Q8WZA2; EPAC2 activation, biochemical qHTS; response scale: 100% = 6.5 mM cAMP response; Potency, µM (top dose mostly 154 µM), inactives show at the top dose activation, usual class: activators; 360,000 compounds, 0.079% hits; note: nearly all actives have a fitted effect of over 50% in size
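Setup: EPAC2 100 nM, labeled Rap1B complex 250 nM, free GDP 50 uM. Compound titrations pinned in, brief spin, 5 min room temperature incubation. Kinetic fluorescence read over 30 min, normalized to 6.5 mM cAMP.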
EPAC2 antag = qHTS for Antagonist of cAMP-regulated guanine nucleotide exchange factor 2 (EPAC2): primary screen; Rap guanine nucleotide exchange factor 4 (Homo sapiens), Q8WZA2; EPAC2 GEF exchange of Rap1B-BODIPY-GDP, fluorescence; Potency, µM (top dose mostly 114 µM), for the others: at the top dose activity, negative = inhibition, most hits filed as inhibitors; 360,000 compounds, 0.18% hits; AID 720708, 2013; note: % is set by controls: 0 for no effect and ±100 for the full control effect; nearly all actives have a fitted effect of over 45% in size; many of its hits are not listed in these tables
aSyn yeast inh = qHTS of alpha-syn Inhibitors | Yeast expressing alpha-synuclein, growth rescue, BacTiter-Glo, 24 h | Potency, µM (titrated, usually from 46.1 µM), for the others: at the top dose growth rescue (activation), hits mostly activators | 370,000 compounds, 0.14% hits; note: % of control where 0% means no effect; nearly all actives have a fitted effect of over 65% in size
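Rescue of yeast growth: cells expressing toxic alpha-synuclein, induced in galactose at OD600 0.02, incubated with compound 24 h at 30 C. ATP luminescence quantified growth; inhibitors of toxicity appear as activators.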
FUS suppressor = qHTS for Suppressors of FUS Proteinopathy: Primary screen using FUS-linked yeast assay; S. cerevisiae FUS-expressing, growth rescue, OD600, 24 h; Potency, µM (highest dose often 76.6 µM), without a hit: at the highest dose growth rescue (activation), actives largely listed as activators; 390,000 compounds, 0.24% hits;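 note: plate controls were DMSO vehicle for no effect and reference control for full effect; nearly all actives have a fitted effect of over 55% in size; some results filed as inactive show a strong effect at the top dose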
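Cultures pregrown in 2.5% raffinose medium are shifted to minimal medium containing 2% galactose to express toxic FUS. Compounds are tested at several concentrations. After 24hr at 30C, growth is quantified at 600 nm absorbance.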
* = called active by the depositor; i = inactive; u = inconclusive; x = not tested or not shown; & = joins results of further samples; [ ] = remark or other dose. Calls come from the whole dose curve; as a rule, active = well fitted curve in the direction sought with a large enough effect; inconclusive = small, poorly fitted or top-dose-only effect, or another doubt; inactive = no such curve, though single readings can be large; an effect the other way counts as inactive or inconclusive. Potency is the fitted concentration of half-maximal effect. Not all compounds are listed. The share of hits here may be higher or lower than overall.

entry	canonical_smiles	aSyn yeast inh	TDP-43 yeast inh	PTHR1 ag	EPAC1 antagonist	EPAC2 antag	EPAC2 agonist	EPAC1 agonist	FUS suppressor
1	COC(=O)CNC(=O)C(Cc1c[nH]c2ccccc12)NC(=O)Oc1ccccc1 (configuration not stated)	0%	-22%	i	-24%	6%	-8%	-6%	5%
2	CC(=O)N1CCC(N(C(=O)Nc2c(F)cccc2F)C(C)C)CC1	0%	-9%&5%	22%&24%	17%	0%	5%	-12%	-4%&-22%
3	O=C(CCc1nc2ccccc2c(=O)[nH]1)Nc1cc(C(F)(F)F)ccc1N1CCOCC1	-2%	-6%	i	10%	0%	-10%	2%	4%
4	Cc1cc(NC(=O)CSc2nc(-c3cccs3)nc3ccccc23)no1	2%[1.84 µM]	15%	i	7%	-6%	-3%	-4%	23%
5	COCCNc1nc(-c2cc(-c3ccc(Cl)cc3)on2)cc(C(C)C)n1	-3%	0%	-22%	-8%	-11%	9%	-9%	26%
6	Cc1ccc(N(CC(=O)Nc2cccc(C)c2)S(=O)(=O)c2cccc3nonc23)cc1	5%	28%	-23%	-8%	-4%	13%	4%	28%
7	Cc1ccc(NC(=O)c2ccccc2NC(=O)c2cccnc2)cc1	-5%	-7%	i	-12%	-4%	7%	3%	23%
8	COC(=O)[C@@]12C[C@@H](CC(=O)NCc3ccc(OC)c(OC)c3)C(=O)N(CCc3ccc(OC)c(OC)c3)C1=CCC(C)(C)C2	15%	-4%	13%	-19%	-27%	2%	-8%	u
9	Cc1nnc(NC(=O)CSc2nnc(-c3ccc(S(=O)(=O)N4CCCC4)cc3)n2C)s1	-2%	-2%	i	4%	-2%	1%	6%	19%
10	COc1ccc(CNC(=O)c2cn(Cc3ccccc3F)c(=O)s2)cc1	-9%	u	i	-8%	12%	7%	-3%	16%
11	CNC(=O)CCCc1nc(-c2ccccc2Cl)no1	-5%	-8%	-1%[57.5 µM]	3%	-6%	2%	3%	23%
12	CC(=O)c1cc(C#N)c(SCC(=O)Nc2nccs2)nc1C	-1%	-14%	-22%	8%	11%	6%	-6%	-19%
13	COc1cc2c(cc1OC)CN(C(=S)Nc1c(C)cccc1C)CC2	0%	8%	i	8%	-1%	1%	2%	x
14	CC(NC(=O)COc1ccccc1)C(=O)N1CCN(c2ccccc2)CC1 (configuration not stated)	1%	-4%	-89%[inhibitor]	-8%	-5%	5%	-1%	10%
15	CC(C)CC1CCCC12NC(=O)NC2=O (configuration not stated)	5%	-14%	i	-9%	-5%	-3%	3%	-5%
16	CCN(CC(=O)Nc1cc(Cl)ccc1Cl)C(=O)c1ccc(-n2cccn2)cc1	9%	u	-24%	6%	-13%	7%	10%	19%
17	CCOC(=O)C1(CCc2ccccc2)CCN(C(=O)c2cnc(C)cn2)CC1	0%	-27%[0.397 µM]	i	-8%	-7%	-4%	-4%	39%
18	CSc1nnc(C)c(=O)[nH]1	-1%	-12%	-3%[57.5 µM]	17%	1%	1%	0%	1%
19	Cc1c(C(=O)NCc2ccc(F)cc2)sc(=O)n1Cc1ccccc1	29%	0%	-75%[inhibitor]	-3%	-11%	7%	-3%	-2%
20	CCOc1ccccc1NC(=O)N1CCCC1C(=O)NCc1cccs1 (configuration not stated)	-1%	0%	i	2%	1%	9%	3%	-1%
21	COc1cc(C(=O)NCCCNc2nc3c(C)cc(C)cc3cc2C#N)cc(OC)c1OC	4%	-7%[0.397 µM]	i	0%	-8%	4%	4%	30%
22	O=C(COC(=O)c1ccc[n+]([O-])c1)Nc1cc([N+](=O)[O-])ccc1Cl	-1%	3%	i	9%	6%	5%	11%	2%
23	C/C(CC(=O)Nc1ccc(C)c(Cl)c1)=N\NC(=O)C1CCCCC1	3%	2%	i	-2%	-1%	3%	7%	21%
24	C=CCn1c2ccccc2c2nnc(SC(CC)C(=O)Nc3sc4c(c3C#N)CCCC4)nc21 (configuration not stated)	22%	-9%	2%	-18%	-10%	10%	-3%	21%
25	COc1ccc(C(=O)Nc2cc(C)on2)cc1[N+](=O)[O-]	7%	-2%	i	1%	7%	7%	2%	0%
26	CCOC(=O)C1C2C=CC3(CN(Cc4ccccc4)C(=O)C13)O2 (configuration not stated)	-1%	20%	i	11%	9%	3%	-3%	-2%
27	COc1ccc(S(=O)(=O)N2CCOCC2)cc1NC(=O)COC(=O)c1oc2ccccc2c1C	-3%	-4%	-12%	-15%	14%	4%	-13%	0%
28	O=C(O)c1ccccc1NS(=O)(=O)c1ccc2c3c(cccc13)C(=O)N2	-3%	7%	-36%	-1%	-10%	1%	7%	21%
29	CCOC(=O)C1=C(C)N(CCCCCC(=O)O)C(=O)NC1c1ccccc1Cl (configuration not stated)	13%	14%	-23%	-2%	11%	1%	-29%	19%
30	O=C(Cc1ccccc1[N+](=O)[O-])N1CCN(c2ccc(F)cc2)CC1	5%	u	-3%	4%	0%	9%	11%	6%

Rewritten with values under each structure: part of the list above.
Below each SMILES: aSyn yeast inh | TDP-43 yeast inh | PTHR1 ag | EPAC1 antagonist | EPAC2 antag | EPAC2 agonist | EPAC1 agonist | FUS suppressor
(17) CCOC(=O)C1(CCc2ccccc2)CCN(C(=O)c2cnc(C)cn2)CC1
→ 0% | -27%[0.397 µM] | i | -8% | -7% | -4% | -4% | 39%
(18) CSc1nnc(C)c(=O)[nH]1
→ -1% | -12% | -3%[57.5 µM] | 17% | 1% | 1% | 0% | 1%
(19) Cc1c(C(=O)NCc2ccc(F)cc2)sc(=O)n1Cc1ccccc1
→ 29% | 0% | -75%[inhibitor] | -3% | -11% | 7% | -3% | -2%
(20) CCOc1ccccc1NC(=O)N1CCCC1C(=O)NCc1cccs1 (configuration not stated)
→ -1% | 0% | i | 2% | 1% | 9% | 3% | -1%
(21) COc1cc(C(=O)NCCCNc2nc3c(C)cc(C)cc3cc2C#N)cc(OC)c1OC
→ 4% | -7%[0.397 µM] | i | 0% | -8% | 4% | 4% | 30%
(22) O=C(COC(=O)c1ccc[n+]([O-])c1)Nc1cc([N+](=O)[O-])ccc1Cl
→ -1% | 3% | i | 9% | 6% | 5% | 11% | 2%
(23) C/C(CC(=O)Nc1ccc(C)c(Cl)c1)=N\NC(=O)C1CCCCC1
→ 3% | 2% | i | -2% | -1% | 3% | 7% | 21%
(24) C=CCn1c2ccccc2c2nnc(SC(CC)C(=O)Nc3sc4c(c3C#N)CCCC4)nc21 (configuration not stated)
→ 22% | -9% | 2% | -18% | -10% | 10% | -3% | 21%
(25) COc1ccc(C(=O)Nc2cc(C)on2)cc1[N+](=O)[O-]
→ 7% | -2% | i | 1% | 7% | 7% | 2% | 0%

Additional results.
entry	canonical_smiles	aSyn yeast inh	TDP-43 yeast inh	PTHR1 ag	EPAC1 antagonist	EPAC2 antag	EPAC2 agonist	EPAC1 agonist	FUS suppressor
31	O=C(Cc1cccs1)Nc1cccnc1	0%	-19%	i	9%	4%	-2%	4%	-17%
32	COc1ccc(/C=C(\NC(=O)c2ccc(OCC(C)C)cc2)C(=O)OCc2ccco2)cc1	-2%	-24%	-11%	-9%	0%	2%	-1%	43%
33	Cc1occc1C(=O)NCc1ccc2c(c1)OCO2	-7%	5%	-18%[57.5 µM]	7%	9%	13%	1%	8%
34	O=C(c1ccc(-c2cccc(C(F)(F)F)c2)o1)N1CCN(c2ccccc2O)CC1	9%	16µM*	-25%	-12%	-5%	-1%	-5%	44%
35	COc1cc(C)c(N)cc1C(C)C	0%	-15%	-3%[57.5 µM]	16%	12%	4%	-1%	5%
36	COc1cc2ccccc2cc1C(=O)Nc1ccccc1N1CCN(S(C)(=O)=O)CC1	15%	u	-9%	9%	8%	13%	15%	x
37	CC(C)(C)NC(=O)c1ccc(Sc2ccccc2)c([N+](=O)[O-])c1	-1%	u	-26%	-2%	8%	18%	-7%	10%
38	COc1ccc(C(CNC(=O)Cc2ccc(-c3ccccc3)cc2)N(C)C)cc1 (configuration not stated)	-1%	-4%	i	6%	-15%	5%	8%	36%
39	CCOC(=O)C1CCN(C(=O)COC(=O)CSc2ccccc2C)CC1	12%	-3%	i	0%	-4%	1%	13%	1%
40	Cc1cc(S(=O)(=O)NCC2CCCO2)c(C)cc1Br (configuration not stated)	5%	18%	-35%[inhibitor]	17%	-5%	8%	6%	-15%
41	Cc1ccc(OCC(=O)N(C)CC(=O)NCc2ccco2)c(Br)c1	-3%	-2%	-12%	-9%	18%	11%	-14%	29%
42	Cc1ccc(S(=O)(=O)NCCCn2ccnc2)cc1	2%	4%	i	-10%	9%	-1%	8%	x
43	Clc1cccc(-c2cccc3nccn23)c1Cl	-1%	34%	-22%	-13%	0%	7%	-1%	-10%
44	O=C(Cc1ccccc1)Nc1cccc(-c2nc3ncccc3o2)c1	-8%	15%	-21%[57.5 µM]	24%	17%	-13%	7%	31%
45	CCOC(=O)N1CCC(N(CCN(C)C)C(=S)Nc2cccc(Cl)c2C)CC1	-8%	25%	i	-4%	-9%	11%	2%	-7%
46	CCOc1ccc2nc(NC(=O)c3ccco3)sc2c1	-33%[inhibitor]	25%	-28%	-15%	-4%	5%	-2%	3%
47	Cc1nc2ccc(NC3=NCCCCC3)cc2s1	1%	9%	i	3%	6%	1%	4%	19%
48	O=C(Nc1c(C(=O)NCc2ccco2)cnn1-c1ccccc1)c1ccc(F)cc1	-4%	-9%	5%[57.5 µM]	-3%	-5%	-1%	4%	8%
49	COc1ccc2c3n(nc2c1)CCN=C3c1ccc(C)cc1	0%	16%	-24%	-14%	6%	1%	-23%	-7%
50	N#CC1=C2SCN(Cc3ccccc3)CN2C(=O)CC1c1ccccc1F (configuration not stated)	1%	30%	i	-15%	0%	9%	-14%	8%
